# Screens (PubChem BioAssay)
# CCR6 antag = antagonists of human CCR6 receptor; P51684; CHO-K1 CCR6 PathHunter beta-arrestin, luminescence, CCL20-stimulated; inhibition, % at 20 µM; actives 0.49% (n = 340,000);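 active = compounds whose inhibition of the agonist-driven luminescence signal at 20 µM reaches about 50%, limit read from the data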;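 also: cells stimulated with CCL20 at 14 nM final; plate controls were DMSO with CCL20 for no effect and DMSO without agonist for full effect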
# Target sequence (P51684 whole entry, looked up): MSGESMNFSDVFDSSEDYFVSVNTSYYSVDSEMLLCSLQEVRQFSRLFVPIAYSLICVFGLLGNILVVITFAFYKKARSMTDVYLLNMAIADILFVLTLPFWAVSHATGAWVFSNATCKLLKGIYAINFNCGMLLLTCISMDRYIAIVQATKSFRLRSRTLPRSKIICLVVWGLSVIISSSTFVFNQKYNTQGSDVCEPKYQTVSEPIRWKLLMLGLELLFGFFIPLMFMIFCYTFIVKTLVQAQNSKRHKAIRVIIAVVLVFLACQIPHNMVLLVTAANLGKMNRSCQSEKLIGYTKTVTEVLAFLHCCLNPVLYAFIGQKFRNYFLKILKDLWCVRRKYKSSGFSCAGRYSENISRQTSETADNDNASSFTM
# CHOP UPR activ = activators of apoptotic arm of unfolded protein response (CHOP). actives 0.34% (n = 330,000). activation, % at 10 µM. CHO-CHOP luciferase reporter, UPR activation, luminescence; percent of tunicamycin response over DMSO baseline;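 active = at 10 µM dose, activation of 40% or more, normalized to positive control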;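 also: 100% = tunicamycin at 10 µg/mL and 0% = DMSO alone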
#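 assay system = CHO CHOP reporter cells | amount = 500 CHO-CHOP cells per well | buffer or medium = F12 with 10% FBS | incubation = 16-18 h cell attachment, then 6 h compound exposure, 37 °C | detection = luminescence read with Steady-Glo | read-out = percent activation relative to tunicamycin control | controls = tunicamycin high control, DMSO low control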
# 697 NFkB inh = lowers PMA/ionomycin-induced NF-kB signal in 697 B cells | AID 435022 | 697 B-cell NF-kB luciferase reporter, 16 h | inhibition, % at 4 µM | actives 0.33% (n = 330,000); in the data active = inhibition above about 35%
# EBI2 antag = EBI2 (human) antagonism. EBI2 beta-arrestin recruitment, luminescence, 7a,25-OHC stimulated. inhibition, % at 5 µM. actives 0.81% (n = 360,000); in the data active = inhibition above about 38%;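 also: enzyme fragment complementation signal reports receptor beta-arrestin coupling in cells; 0% = agonist plus DMSO wells and 100% = wells without agonist; some results beyond the cut were filed as inactive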
# Target sequence (P32249 whole entry, looked up, the tested form may be a part): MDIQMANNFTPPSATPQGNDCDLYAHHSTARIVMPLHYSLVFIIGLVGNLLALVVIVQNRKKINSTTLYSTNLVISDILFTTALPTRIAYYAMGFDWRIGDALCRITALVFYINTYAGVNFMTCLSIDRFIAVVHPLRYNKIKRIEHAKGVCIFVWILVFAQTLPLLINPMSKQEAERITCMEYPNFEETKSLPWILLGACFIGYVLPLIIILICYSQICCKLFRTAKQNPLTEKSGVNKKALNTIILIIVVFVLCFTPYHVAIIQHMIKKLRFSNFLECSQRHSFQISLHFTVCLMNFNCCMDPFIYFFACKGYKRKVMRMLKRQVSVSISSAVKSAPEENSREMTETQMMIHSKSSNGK
# CXCR6 inh = blocks human CXCR6 beta-arrestin recruitment; inhibition, % at 20 µM; CHO-K1 PathHunter CXCR6 beta-arrestin, luminescence; O00574; actives 0.36% (n = 360,000); in the data active = inhibition above about 34%, passing the limit was not always enough;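 also: antagonist mode with CXCL16 agonist at 10 nM final; 0% = 10 nM CXCL16 with DMSO and 100% = unstimulated wells without agonist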
# Target sequence (O00574 whole entry, looked up): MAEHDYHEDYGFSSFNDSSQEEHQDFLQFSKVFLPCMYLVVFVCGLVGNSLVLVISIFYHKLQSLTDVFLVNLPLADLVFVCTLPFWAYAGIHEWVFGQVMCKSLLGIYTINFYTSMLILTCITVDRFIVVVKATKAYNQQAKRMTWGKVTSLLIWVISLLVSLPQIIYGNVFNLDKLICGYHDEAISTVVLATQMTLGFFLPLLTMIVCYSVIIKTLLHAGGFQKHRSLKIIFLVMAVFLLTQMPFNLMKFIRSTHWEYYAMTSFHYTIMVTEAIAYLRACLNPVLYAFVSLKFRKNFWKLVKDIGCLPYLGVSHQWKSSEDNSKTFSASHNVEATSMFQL
# Jurkat NFkB inh = inhibitors of the PMA/ionomycin-induced NF-kB reporter in Jurkat cells; PMA/ionomycin-induced NF-kB luciferase reporter, luminescence; inhibition, % at 4 µM; actives 0.53% (n = 330,000); AID 435003; in the data active = inhibition above about 50%
# Mdm2-MdmX inh = inhibitors of human Mdm2/MdmX interaction; AID 485346; inhibition, % at 8 µM; actives 3% (n = 330,000); SaOS-2 split-luciferase Mdm2/MdmX complementation, luminescence;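 active = inhibition of at least 50% at 8 µM in the primary screen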
# Gli-Sufu block = antagonists of Gli-Sufu signaling; Sufu-KO-LIGHT fibroblasts, Gli luciferase reporter luminescence; inhibition, % at 5 µM; actives 0.74% (n = 340,000); AID 588413;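 active = inhibition above about 55%, limit read from the data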;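 also: 0% = DMSO-treated cells and 100% = wells with medium but no cells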
# XBP1 UPR activ = activators of adaptive arm of unfolded protein response (XBP1); activation, % at 20 µM; CHO-XBP1 luciferase reporter, IRE1-XBP1 UPR activation, luminescence; percent of tunicamycin response, DMSO as zero; actives 0.33% (n = 330,000); AID 463104;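 active = versus positive control, 20 µM dose yields 30% or more activation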;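 also: 100% = tunicamycin at 10 µg/mL and 0% = DMSO only wells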
#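 Material: CHO cell line with stable XBP1 luciferase reporter; buffer or medium: F12 medium containing 10% fetal bovine serum; compound: single point, 20 µM final compound, 1% DMSO; incubation: 6 h treatment, 37 °C; measured by: glow luminescence from Steady-Glo reagent; evaluation: activation, % of tunicamycin; control set: tunicamycin high, DMSO low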
# An asterisk follows results filed as active; · = no result given.
compound	CCR6 antag	CHOP UPR activ	697 NFkB inh	EBI2 antag	CXCR6 inh	Jurkat NFkB inh	Mdm2-MdmX inh	Gli-Sufu block	XBP1 UPR activ
COc1cccc(OC)c1OCCCOc1ccc([N+](=O)[O-])cc1Cl	7.7	-0.1	-6.4	3.5	-1.9	11.7	0.3	5.6	2.5
Cc1ccccc1OCCC(=O)Nc1cc(S(=O)(=O)N2CCOCC2)ccc1OC(C)C	18.5	1.1	-9.9	7.0	0.1	-10.2	18.4	5.5	-5.0
CCOC(=O)c1ccc(NC(=S)N2CCN(c3ccc(N4CCOCC4)nn3)CC2)cc1	3.6	2.0	3.5	-0.3	0.0	4.6	6.0	4.3	-2.0
O=C(NCC1CCCO1)c1cccc(S(=O)(=O)N2CCOCC2)c1 (configuration not stated)	-10.7	1.5	-26.5	-5.0	5.2	22.2	35.6	4.7	0.8
O=C(CSc1nnc2ccc3ccccc3n12)N1CCOCC1	3.3	4.7	-19.6	-1.4	-8.6	-23.4	-31.0	30.1	-0.8
Cc1nn(S(=O)(=O)N(C)C)c(C)c1CN1C(=O)c2ccccc2C1=O	-13.5	0.6	0.4	-1.8	-6.8	13.2	-6.3	-7.1	-0.2
CC(=O)Oc1ccc(C(=O)Nc2cccc3c2CCCC3)cc1	14.7	0.2	24.7	-6.3	-6.6	-0.9	9.7	-4.2	-2.3
CC(C(=O)N1CCc2ccccc21)N(C)CC(=O)Nc1ccccc1Cl (configuration not stated)	15.9	0.3	20.8	11.9	-1.9	-3.5	2.0	1.9	-0.2
CCN(Cc1cnn(C)c1)C(=O)C1CCC(=O)N(CCc2ccc(OC)cc2)C1 (configuration not stated)	-0.4	2.6	6.3	0.6	-6.2	18.2	-0.3	-4.0	-2.5
Cc1cccc(-n2ccc(=O)c(C(=O)Nc3ccc(S(=O)(=O)Nc4onc(C)c4C)cc3)n2)c1	-6.6	1.4	-40.7	3.4	1.5	-9.6	6.2	-10.1	-5.8
CC(C)C[C@@H](CN1CCC[C@@H]1CN1C(=O)C(=O)NC[C@@H]1Cc1ccccc1)N1C[C@H](Cc2ccc(O)cc2)N(CC2CCCCC2)C(=O)C1=O	-7.8	·	·	1.6	-10.4	·	·	-11.5	·
COc1ccc(CCNC(=O)c2ccc(NC(=O)CC3SC(N4CCCC4)=NC3=O)cc2)cc1OC (configuration not stated)	6.6	·	·	-23.8	-4.8	·	·	-0.7	·
CCC(C)NCCCOc1ccc([N+](=O)[O-])cc1 (configuration not stated)	7.8	1.8	10.9	-6.4	5.6	15.2	-12.7	10.7	1.9
O=C(Nc1ccncc1)c1ccc(-c2ccccc2)cc1	-11.0	4.9	-0.6	-3.2	-13.9	35.2	-4.4	57.8*	4.0
NS(=O)(=O)c1cccc(NC(=O)CSc2nc3ccccc3[nH]2)c1	9.1	-0.7	16.6	-4.7	-4.1	-9.5	-4.7	0.5	-1.2
CC(C)(C)C(=O)Nc1ccc(C(=O)COC(=O)C2CC2)cc1	-12.8	2.0	6.6	-0.2	-8.5	-21.3	-11.1	-8.8	-2.6
CCOc1ccc(CCNC(=O)CSCC(=O)Nc2ccc(OC)cc2)cc1OCC	8.0	-0.4	8.2	0.8	2.4	11.0	-9.9	1.4	-1.0
COc1ccc(NC(=O)c2cccc(OC(=S)N3CCOCC3)c2)cc1	13.5	0.2	10.3	-2.3	6.3	1.7	8.6	1.8	2.4
COc1cccc(NC(=O)CCN2CCOCC2)c1	3.8	3.2	5.7	-4.9	5.2	-0.8	14.8	-19.7	-1.8
CNC(=O)c1c(NC(=O)CS(=O)(=O)c2ccccc2)sc(C)c1C	-12.4	-0.1	-38.6	-1.5	4.6	-3.3	-7.6	-24.1	-1.6
CCOC(=O)N1CCN(C(=O)/C(=C/c2ccc(N(C)C)cc2)NC(=O)c2ccccc2)CC1	2.0	-0.3	23.0	3.4	-3.7	0.9	-1.7	-3.3	-2.4
CCOc1ccc(C(=O)NCC(=O)NCC(c2ccc(OC)cc2)N2CCOCC2)cc1OCC (configuration not stated)	7.7	-0.4	-2.7	7.7	5.2	21.9	15.8	-4.6	-3.7
Cn1c(=O)c2ncn(CC(=O)Nc3nc(-c4ccc(Cl)cc4)cs3)c2n(C)c1=O	0.8	1.9	2.2	4.1	-7.5	7.3	10.6	9.8	-0.4
CN(CC(=O)Nc1ccc(F)cc1)C(=O)COC(=O)C1CCN(c2ccc(C(F)(F)F)cn2)CC1	10.3	0.5	-3.2	3.3	-3.1	-21.2	0.8	7.1	-2.5

# A draw from above in order of count of non-hydrogen atoms, largest number first:
compound	CCR6 antag	CHOP UPR activ	697 NFkB inh	EBI2 antag	CXCR6 inh	Jurkat NFkB inh	Mdm2-MdmX inh	Gli-Sufu block	XBP1 UPR activ
CCOC(=O)N1CCN(C(=O)/C(=C/c2ccc(N(C)C)cc2)NC(=O)c2ccccc2)CC1	2.0	-0.3	23.0	3.4	-3.7	0.9	-1.7	-3.3	-2.4
Cn1c(=O)c2ncn(CC(=O)Nc3nc(-c4ccc(Cl)cc4)cs3)c2n(C)c1=O	0.8	1.9	2.2	4.1	-7.5	7.3	10.6	9.8	-0.4
CNC(=O)c1c(NC(=O)CS(=O)(=O)c2ccccc2)sc(C)c1C	-12.4	-0.1	-38.6	-1.5	4.6	-3.3	-7.6	-24.1	-1.6

# The results go on:
compound	CCR6 antag	CHOP UPR activ	697 NFkB inh	EBI2 antag	CXCR6 inh	Jurkat NFkB inh	Mdm2-MdmX inh	Gli-Sufu block	XBP1 UPR activ
Cc1nc(C(F)(F)F)c(C(=O)N/N=C(\N)c2cccnc2)s1	6.2	0.7	16.6	-2.8	-3.5	-9.1	-21.4	-1.0	-1.6
CCCCN(C(=O)CSCC(=O)Nc1cccc(C)c1)c1c(N)n(Cc2ccccc2)c(=O)[nH]c1=O	10.9	0.7	-8.8	-0.9	-19.4	9.5	-14.7	0.5	-2.0
CC(C)CC(=O)Nc1ccccc1Oc1ccccc1	1.6	2.2	19.1	-2.6	-6.5	-1.7	17.1	4.7	-2.8
c1ccc(CN=C2NN=C(c3cc4ccccc4o3)CS2)cc1	1.8	4.3	-4.4	-2.9	0.4	2.2	-22.2	17.0	-3.5
COc1ccccc1NS(=O)(=O)c1cc(C(=O)N2CCN(C(=O)c3ccco3)CC2)ccc1F	3.7	·	·	0.0	-5.1	·	·	-4.6	·
O=C(NCc1cccnc1)c1ccc(-c2ccccc2[N+](=O)[O-])o1	-1.8	3.4	-2.5	9.0	-6.8	2.4	-0.6	-32.9	-3.3
COc1ccc(NC(=O)Nc2cccc3ccccc23)c(OC)c1	7.0	-2.7	-7.3	1.2	7.5	15.5	44.7	-2.6	-5.4
O=C(N/C=C/c1ccco1)NCc1ccccc1	9.1	·	·	0.2	-0.8	·	·	-2.5	·
O=C1c2ccccc2C(=O)N1OCc1c(F)cccc1Cl	5.9	0.1	1.2	-2.5	-10.5	-2.2	5.8	-0.6	-2.2
Cc1cccc2cc(C#N)c(N3CCC(O)CC3)nc12	6.6	-1.2	1.7	7.9	-9.9	2.6	-16.7	-1.8	0.6
CSc1ccccc1NC(=O)CO/N=C(\C)c1cc2ccccc2o1	21.2	0.2	-9.8	-0.1	8.8	0.5	4.6	-7.5	3.2
CSCC(C)N1CCC(n2nccc2NC(=O)CCOc2ccccc2)CC1 (configuration not stated)	10.0	1.2	-8.7	-6.7	5.3	-17.4	0.4	14.0	-4.2
O=C(COc1ccc(Cl)cc1Cl)N1CCCC1	22.3	3.1	10.1	-0.1	-2.4	-5.7	9.9	-21.2	1.9
COc1ccc(C2N(C(=O)c3ccccc3)CCN2C(=O)c2ccccc2)cc1	1.6	-0.1	2.4	-6.5	4.9	-8.8	-2.6	2.0	-2.4
CN1CCN(C(=S)c2ccc(N(C)C)cc2)CC1	5.1	0.0	-7.3	-12.3	4.3	2.9	-3.2	6.2	-0.3
C1=CC2=NC34CCCCC3CC3=C(CCCC3)N4C2=CC1=NC1CCCCC1 (configuration not stated)	37.4	48.5*	-5.6	8.2	11.8	0.0	100.3*	-1.2	10.2
Cc1c(NC(=O)COC(=O)/C=C/c2ccccc2Br)c(=O)n(-c2ccccc2)n1C	5.6	-0.3	-2.6	-2.2	0.5	-14.0	7.8	-8.7	-2.7
CCC/C=C(\CCC)C(NC(=O)c1ccc(C(F)(F)F)cc1)c1ccccc1 (configuration not stated)	·	-1.4	-12.1	·	·	2.8	6.3	·	-6.4
COc1ccc(C(=O)Nc2ccnn2C2CCN(CCC(C)c3ccc(C)o3)CC2)cc1 (configuration not stated)	-2.2	2.1	11.0	7.1	10.1	0.2	17.7	18.0	-1.2
O=C(COc1ccccc1[N+](=O)[O-])Nc1cccc(C(=O)Nc2ccccc2C(=O)O)c1	8.7	1.5	13.0	13.3	3.7	-4.1	10.0	7.7	-0.9
COC(=O)C1CC(c2ccc(Cl)cc2)=NO1 (configuration not stated)	-12.2	3.1	-21.1	-2.3	-1.7	1.1	-9.8	18.9	3.9
Cc1cc(NC(=O)CCSc2ccccc2)ccc1Br	3.2	4.5	-5.2	15.3	-9.3	-35.0	-116.1	-22.5	3.3
O=C(CCC(=O)N(CC(=O)NC1CCCCC1)Cc1cccs1)Nc1nccs1	1.2	-0.6	-12.5	-10.2	-2.9	11.1	-5.2	3.0	-1.5
CCOC(=O)CSc1cc(CS(=O)(=O)c2ccccc2)nc(-c2ccccc2)n1	15.2	-2.0	-20.8	13.2	-0.5	-22.8	12.8	-5.3	2.1
COCc1cc(C)nc(SCC(=O)Nc2cc3c(cc2C#N)OCO3)c1C#N	4.5	0.4	12.4	10.7	-8.6	12.6	15.1	4.1	0.0
CCn1ncc(Cl)c1C(=O)Nc1ccncc1	3.8	1.1	-14.0	-7.8	-3.7	-20.0	-0.3	-4.6	-3.8
CC(C)CCN(C(=O)CNC(=O)c1cccs1)C(C(=O)NC1CCCC1)c1ccncc1 (configuration not stated)	-1.2	-0.6	0.1	-12.2	1.7	-22.0	2.4	-1.4	2.5
COc1ccc([C@H]2CC(=O)C=C(c3ccc(Cl)c(Cl)c3)C2)cc1	17.3	1.5	1.2	79.8*	2.4	19.9	0.1	0.3	-0.3
CC(C)(C)c1cc(NC(=O)C2CCCO2)no1 (configuration not stated)	-12.8	2.9	-60.1	-8.8	-2.4	-22.3	-44.2	-22.6	0.1
COc1cccc(NC(=O)CN(C)C(=O)c2ccc(NS(=O)(=O)c3ccc(F)cc3)cc2)c1	5.9	2.0	17.0	-11.4	-3.0	-0.4	-6.8	0.2	-1.8
Cc1ccc(S(=O)(=O)NCC(=O)OCC(=O)NCCc2ccccc2)cc1	6.5	-0.1	-7.1	0.2	-1.4	14.3	9.1	-0.2	-1.9
CCCC(NC(=O)CNC(=O)C(C)(C)C)C(=O)O (configuration not stated)	-4.7	2.1	3.5	2.4	8.3	19.6	24.7	0.9	-0.6
NNC(=O)/C=C/c1ccc(Cl)cc1Cl	-5.6	-1.6	7.9	-11.7	-18.2	-4.6	-2.6	-0.1	-2.5
O=C(CSc1nc2ccccc2nc1N1CCOCC1)Nc1ccccc1F	1.8	1.0	-0.7	8.7	8.8	2.4	4.3	14.5	1.9
CC(Sc1nnc(N)s1)C(=O)NC1CCCCC1C (configuration not stated)	8.8	1.0	10.4	-1.0	-5.0	17.3	16.1	-8.0	-1.9
